Assay outcomes (PubChem BioAssay)
CIT2-GFP yeast: alters CIT2-GFP fluorescence in TOR pathway yeast screen | GFP response vs DMSO, % at 10 µM | S. cerevisiae CIT2-GFP strain, flow cytometry, 3 h; 100 means same as DMSO wells | AID 2029 | 320,000 tested, 0.065% active;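 active = GFP response relative to DMSO above a set limit, near the screen mean plus 3 SD, cut at about 150% in these data; inconclusive = Fewer than 70 cells measured for a yeast strain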;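 also: ratio of well median GFP fluorescence to mean of DMSO wells on the plate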
AGP1 TOR yeast: yeast TOR pathway AGP1-GFP modulation | S. cerevisiae AGP1-GFP multiplex flow cytometry, 3 h; GFP as percent of DMSO wells | GFP response vs DMSO, % at 10 µM | 320,000 tested, 0.02% active | AID 2066;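 active = GFP response relative to DMSO above a set limit, near screen average plus 3 SD, cut at about 150% in these data; inconclusive = fewer than 70 cells counted for the yeast strain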;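 also: median GFP channel fluorescence of the gated AGP1 strain per well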
MEP2 TOR yeast: yeast TOR pathway MEP2-GFP modulation; S. cerevisiae MEP2-GFP strain, flow cytometry GFP, 3 h; 100% = DMSO control level; GFP response vs DMSO, % at 10 µM; 330,000 tested, 0.51% active; AID 2016;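 active = GFP response versus DMSO above a set limit, roughly screen mean plus 3 SD, cut at about 180% in these data; inconclusive = fewer than 70 cells counted for a yeast strain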;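 also: median GFP fluorescence of the barcode-gated MEP2-GFP cells per well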
LAP4 TOR yeast: modulators of TOR pathway LAP4-GFP in S. cerevisiae | S. cerevisiae LAP4-GFP multiplex, flow cytometry GFP, 3 h; median GFP as percent of DMSO wells | GFP response vs DMSO, % at 10 µM | 320,000 tested, 0.34% active;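 active = GFP response vs DMSO above a set limit, about the screen mean plus 3 SD, cut at about 150% in these data; inconclusive = under 70 cell events counted for the yeast strain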
RPL19A TOR yeast: modulators of TOR pathway RPL19A-GFP in S. cerevisiae; S. cerevisiae RPL19A-GFP strain, flow cytometry, 3 h; active compounds read low; percent response vs DMSO, % at 10 µM; 330,000 tested, 0.3% active;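 active = percent response vs DMSO below 50%; inconclusive = fewer than 70 events counted for the yeast strain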;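 also: median channel GFP fluorescence of the barcoded RPL19A-GFP strain; ratio of sample median GFP to plate DMSO average so 100% = DMSO; lower means less RPL19A-GFP as with rapamycin TOR inhibition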
VLA-4 inh: inhibition in a human VLA-4 binding assay; P13612; VLA-4 expressing cells, ligand binding flow cytometry; inhibition, % (about 7 µM as worked out from the volumes in the protocol); 330,000 tested, 0.2% active; AID 2557; in the data active = inhibition above about 50%
GASC-1 inh: blocks human GASC-1 demethylase activity; inhibition, % at 2.35 µM; AID 2099; GST-JMJD2C(1-420) H3K9me3 demethylation, DELFIA europium; 330,000 tested, 0.069% active;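 active = more than half of a compound's replicate wells show inhibition beyond 50%, single wells judged on their own value; inconclusive = some, but no more than half, of replicates pass 50% inhibition; inactive = no replicate passes 50% inhibition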;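 also: signal counts dimethyl H3K9 product captured on neutravidin plate; 0% = median of DMSO wells and 100% = 0.3 times that DMSO median; strong numbers were not always called active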
GRK2 aptamer HTS: inhibitors of human GRK2 displacing RNA aptamer | P25098 | bead flow cytometry, FAM-aptamer displacement from GRK2 | inhibition of aptamer binding, % at 10 µM | 330,000 tested, 0.59% active | AID 488847;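 active = inhibition of aptamer binding above 40%, roughly 3 SD of noise, on plates passing a quality check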;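 also: median bead fluorescence of bound FAM aptamer so fluorescent compounds give negative values; no value below 0 was filed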
Target sequence (P25098 whole entry, looked up): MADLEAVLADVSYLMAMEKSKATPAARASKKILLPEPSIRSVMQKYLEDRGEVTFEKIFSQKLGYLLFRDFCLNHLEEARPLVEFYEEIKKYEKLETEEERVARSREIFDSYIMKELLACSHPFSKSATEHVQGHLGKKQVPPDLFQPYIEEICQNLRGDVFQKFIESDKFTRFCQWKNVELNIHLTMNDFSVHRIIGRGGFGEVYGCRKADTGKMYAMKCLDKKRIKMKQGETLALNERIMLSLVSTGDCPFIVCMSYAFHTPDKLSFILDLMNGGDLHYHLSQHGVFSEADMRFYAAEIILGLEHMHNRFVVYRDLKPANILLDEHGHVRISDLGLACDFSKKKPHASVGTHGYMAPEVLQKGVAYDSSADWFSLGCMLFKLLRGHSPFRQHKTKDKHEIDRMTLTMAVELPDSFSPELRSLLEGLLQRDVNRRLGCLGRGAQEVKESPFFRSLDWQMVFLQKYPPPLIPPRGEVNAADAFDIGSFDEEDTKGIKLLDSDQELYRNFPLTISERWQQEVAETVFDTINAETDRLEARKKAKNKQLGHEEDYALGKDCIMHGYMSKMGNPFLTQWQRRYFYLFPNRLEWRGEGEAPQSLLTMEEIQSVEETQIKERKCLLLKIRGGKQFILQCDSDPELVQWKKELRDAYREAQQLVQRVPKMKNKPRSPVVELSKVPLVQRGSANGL
* marks the source's active call; other numbers are inactive results; ? = inconclusive; / = not tested or not shown; & = joins results of further samples; [ ] = remark or other dose.

SMILES	CIT2-GFP yeast	MEP2 TOR yeast	RPL19A TOR yeast	GASC-1 inh	AGP1 TOR yeast	VLA-4 inh	LAP4 TOR yeast	GRK2 aptamer HTS
CCC(=O)NC(c1ccc(C)cc1)c1cc(Cl)c2cccnc2c1O (stereo not drawn)	89	94	93	/	89	-10	91	1
CCCCN(C(=O)CSc1c(C)c(C)cc(C)c1C)c1c(N)n(CCC)c(=O)[nH]c1=O	106	110	103	3	110	38	106	2
COc1cc(/C=C/C(=O)c2ccc(C)cc2)ccc1OCC#N	102	107	106	8	91	14	106	3
COc1cc(/C=N\NC(=O)c2c(C)nc3cc(C)ccn23)ccc1O	106	106	102	-10	106	-3	83	0
COc1ccc(CCN2CC(C(=O)N3CCCCCC3)CCC2=O)cc1 (stereo not drawn)	101	106	106	-13	109	5	105	1
CC(=O)Nc1c(C)ccc(CNC(=O)COc2ccc(F)cc2)c1C	111	112	109	-4	107	-5	97	7
CN1CCN(NS(=O)(=O)c2ccc(Cl)cc2)CC1	103	103	103	-53	100	6	91	0
Cc1cccc(CC(=O)NCC(=O)NCc2cc(=O)n(C)c(=O)n2C)c1	99	105	97	-46	104	-6	104	0
NC(=O)COC(=O)/C=C/c1ccc(S(=O)(=O)N2CCCCCC2)cc1	107	111	96	2	94	-12	104	2
Cc1cc(Br)ccc1SCC(=O)OCC(=O)NC(C)c1ccccc1 (stereo not drawn)	109	119	96	-1	115	4	130	1
O=C(CCCSc1nc2ccccc2c(=O)[nH]1)c1ccc(F)cc1	96	93	86	-1	90	-3	?	0
Cc1ccc(C(=O)NCCc2c[nH]c3ccccc23)s1	97	102	103	-1	93	0	95	0
COc1ccc(N2C(=O)CSC2c2cccc(F)c2)c(OC)c1 (stereo not drawn)	114	109	103	5	106	-7	112	0
CN(C(=O)CN1C(=O)c2cc(Cl)c(Cl)cc2C1=O)C1CCS(=O)(=O)C1 (stereo not drawn)	104	96	98	2	103	8	100	2
O=C(CCNS(=O)(=O)c1ccc(Cl)cc1)N1CCOCC1	/	99	106	15	86	-46	79	0
Cc1ccc(C)c(OCCC(=O)OCC(=O)Nc2ccc(C)c(S(=O)(=O)N3CCCCC3)c2)c1	98	99	95	1	104	34	109	2
CC(=O)Nc1ccc(NC(=O)CN(c2ccc([N+](=O)[O-])cc2)S(=O)(=O)c2ccccc2)cc1	97	102	99	-4	103	-6	110	0
Cc1cc(C(=O)CSc2n[nH]c(-c3ccccc3F)n2)c(C)n1Cc1cccs1	82	96	94	-2	90	11	117	1
O=C(CN1C(=O)C2CCCCC2C1=O)OCc1nnc(-c2ccccc2)o1 (stereo not drawn)	99	100	97	2	100	2	97	6
COc1ccc(CN(Cc2ccncc2)C(=O)CCC(=O)O)cc1	94	98	92	-8	91	4	85	0
CCOC(=O)c1cnc(SCC(=O)Nc2ccccc2C(=O)OC)nc1N	81	98	96	-28	88	0	86	0
COc1cc(Cl)c(CN2CCCC(CO)(Cc3ccccc3F)C2)cc1OC (stereo not drawn)	106	107	108	-8	105	8	89	1
CCCCN(C(=O)c1ccc(S(=O)(=O)N2CCOCC2)cc1)C1CCS(=O)(=O)C1 (stereo not drawn)	109	106	102	-8	109	14	97	4
COc1cc(/C=C(\CCC(=O)O)c2nc3ccccc3s2)ccc1OCC(=O)Nc1c(Cl)cccc1Cl	106	106	100	4	99	-4	100	3
COCCn1c(Cc2ccccc2)nnc1SCC(=O)NC1CC1	91	100	96	-10	94	1	90	2
COc1ccc(/C=C2\SC(=NCc3ccccc3)N(Cc3ccccc3)C2=O)cc1OC	113	134	85	9	30	-1	108	0
CC(=O)c1ccc(NS(=O)(=O)c2c(C)cc(C)cc2C)cc1	96	99	95	0	97	0	96	0
c1ccn2c(SCc3ccc4c(c3)OCO4)nnc2c1	104	98	101	14	97	0	98	0
COc1cccc(NC(=O)N2CCCC2C(=O)NC23CC4CC(CC(C4)C2)C3)c1 (stereo not drawn)	101	107	101	-16	97	0	92	0
Cc1cc(C)c(S(=O)(=O)n2ccc3ccccc32)c(C)c1	95	103	101	15	97	-1	90	0
Cc1cccc2cc(C3CC(c4ccco4)=NN3C(=O)CCC(=O)O)c(Cl)nc12 (stereo not drawn)	95	101	99	2	92	7	93	2
COc1ccc(OC)c(NC(=O)CSc2n[nH]c(-c3cccnc3)n2)c1	100	102	101	9	101	6	99	0
O=C1CC(NS(=O)(=O)c2cccnc2)CN1c1ccc(F)cc1 (stereo not drawn)	109	102	99	-13	104	-18	97	3
Cc1ccccc1N(CC(=O)NC(C)(C)C)C(=O)CS(=O)CC(=O)Nc1ccc2c(c1)OCO2 (stereo not drawn)	88	92	94	6	103	-5	112	2
CC(C)=C1C2CCC1C1C(=O)N(c3ccc4c(c3)OCO4)C(=O)C21 (stereo not drawn)	98	95	101	4	96	6	88	48*
CC(C(=O)c1ccccc1)[n+]1cccc(C(N)=O)c1 (stereo not drawn)	110	100	102	-9	119	-6	116	2
COC(=O)[C@]1(CC(C)C)N[C@H](c2ccc(-c3ccc(F)cc3)cc2)[C@@H]2C(=O)N(C)C(=O)[C@@H]21	72	98	101	6	83	0	123	0
Cc1ccc(C(=O)N2CCN(c3ccc([N+](=O)[O-])c(NCc4cccnc4)c3)CC2)cc1	97	108	104	6	97	9	94	5
COc1cc(/C=C(/C#N)C(=O)NC(C)c2ccccc2)cc(OC)c1O (stereo not drawn)	112	116	114	-16	100	-28	93	0
COc1cc(C)c(CN2CCC(n3nccc3NC(=O)C3CC3)CC2)cc1C	105	106	102	-4	104	5	101	0
CCOc1ccc(OCCNCc2ccc(OC(C)C(=O)N(C)C)c(OCC)c2)cc1 (stereo not drawn)	93	86	88	-20	91	-12	86	0
CC(=O)C1=C(C)Nc2ncnn2C1c1ccccc1F (stereo not drawn)	95	96	100	-5	89	14	88	0
Cc1ccc(NC(=O)CCC(=O)NNC(=S)Nc2ccc(F)cc2F)cc1C	95	96	98	15	96	-10	89	5
COC(=O)c1cc(-c2cccs2)nn1-c1ccccc1	112	102	104	12	94	13	122	0
O=C(NCc1ccccc1)c1cccc(COc2cccc(Cl)c2)c1	92	104	99	0	96	4	102	2
N/C(Cn1cncn1)=N\NC(=O)C(=O)Nc1ccc(Cl)cc1Cl	98	102	95	-3	101	-1	100	1
CC(C)C(=O)n1nc(-c2cccnc2)nc1NCc1ccc(F)cc1	92	111	101	-6	102	5	121	1
CN(C)S(=O)(=O)c1ccc(Cl)c(C(=O)NC2CCCCCCC2)c1	110	104	108	11	113	-11	100	1
CCOC(=O)C(C)Oc1ccc(C2NC(=O)NC(C)=C2C(C)=O)cc1Br (stereo not drawn)	80	98	114	3	82	7	79	4
CCC(c1nnnn1C1CCCCC1)N1CCN(C2CCCC2)CC1 (stereo not drawn)	97	102	98	0	106	3	98	0

(list continues)
SMILES	CIT2-GFP yeast	MEP2 TOR yeast	RPL19A TOR yeast	GASC-1 inh	AGP1 TOR yeast	VLA-4 inh	LAP4 TOR yeast	GRK2 aptamer HTS
COc1ccc(NC(=O)Nc2ccc3nsnc3c2)cc1	97	101	96	5	103	7	99	3
CCCNC(=O)C1CC(c2ccc(C(F)(F)F)cc2)=NO1 (stereo not drawn)	93	94	100	6	93	-8	101	0
Cc1nc2c(=O)[nH]c(=S)n(C)c2nc1C	107	107	104	2	108	-10	106	2
CC(C)C[C@H](NC(=O)NCc1ccccc1Cl)C(=O)O	102	100	100	2	100	10	99	4
Cc1nn(-c2ccccc2)c2sc(C(=O)n3cccn3)cc12	99	96	97	1	102	19	96	2
N#Cc1ccc(OCC(=O)NCC(c2cccs2)N2CCOCC2)cc1 (stereo not drawn)	106	99	96	12	102	9	100	0
CNc1nc(Sc2ccc(C)cc2)cc(C(F)(F)F)n1	105	107	110	-5	110	1	98	9
CCNC(=O)CNC(=O)c1nn(Cc2ccccc2)c(=O)c2ccccc12	93	110	100	-6	95	-13	103	0
CCC(=O)NC1(C(F)(F)F)C(=O)Nc2c1c(=O)[nH]c(=O)n2Cc1ccco1 (stereo not drawn)	104	101	103	-10	102	-11	99	5
Cc1c(C(=O)N(C)Cc2ccccc2)oc2ccc(S(=O)(=O)N3CCCC3)cc12	100	104	100	26&0	100	-4	105	0
CC(C)[C@H](NC(=O)c1ccccc1F)C(=O)Nc1ccc2c(c1)OCO2	80	97	89	/	90	-1	89	2
O=C(C(Sc1ccccc1)c1ccc(Br)cc1)N1CCOCC1 (stereo not drawn)	98	104	100	4	101	5	109	0
Cn1c(SCc2ccc(Cl)cc2)nnc1C1CC1	106	100	97	-4	102	-2	95	1
COc1cc(C(=O)N2CCN(CCCc3ccccc3)CC2)cc(OC)c1OC	118	87	96	-20	118	-5	106	2
COC(=O)c1ccc(OC(=O)c2ccco2)cc1	91	102	94	-6	89	19	99	0
CCOC(=O)C1CCN(C(C(=O)Nc2ccc3c(c2)OCCO3)c2ccccc2)CC1 (stereo not drawn)	?	91[may fluoresce violet]	90[may fluoresce violet]	17	?	0	?	4
O=S(=O)(c1ccccc1)c1nc(-c2ccco2)oc1N1CCCCC1	102	104	102	14	104	-1	92	4
CN1CC2([N+](=O)[O-])CC=C(Oc3ccccc3)C([N+](=O)[O-])(C1)C2 (stereo not drawn)	100	94	96	?	97	0	92	1
CCc1nnc(NC(=O)C2Cc3ccccc3C(=O)O2)s1 (stereo not drawn)	89	96	92	-7	88	16	96	1
Cc1ccc(S(=O)(=O)CCC(=O)OCC(=O)Nc2cc(S(=O)(=O)N3CCOCC3)ccc2C)cc1	106	92	99	3	107	-1	106	2
Cc1ccc(OCC(=O)NN2C(=O)c3ccccc3C2=O)cc1	95	94	101	-18	97	-23	89	0
CCOC(=O)C1CCCN(c2c(N3CCC(N4CCCCC4)CC3)c(=O)c2=O)C1 (stereo not drawn)	91	93	95	39	95	1	91	3
COc1ccc(CN2CCC(CO)(CCOc3ccccc3)CC2)c(OC)c1C	107	98	99	-3	105	6	99	0
Cc1cc(C(=O)Nc2sc3c(c2C#N)CCCCC3)cs1	101	106	100	4	103	-6	107	5
CCOC(=O)Cn1nc(-c2ccccc2)c2cnc3ccc(CC)cc3c21	115	96	102	2	106	-10	101	4
CCn1c(=O)oc2cc(NC(=O)CCl)ccc21	92	100	94	5	97	0	100	4
Cc1ccc(C)n1-c1sc2c(c1C#N)CCC(C)C2 (stereo not drawn)	95	89	93	-3	93	2	86	3
CC(C)(C)c1ccc(OCCC(=O)Nc2cccc(S(=O)(=O)N3CCCCC3)c2)cc1	92	93	99	16	86	6	82	6
Cn1c(N)c(C(=O)COC(=O)CCC(=O)c2cccs2)c(=O)n(C)c1=O	83	92	90	2	86	0	91	0
CCOc1ccccc1N(CC(=O)Nc1ccc(C)cc1)S(C)(=O)=O	99	98	96	8	100	0	94	1
Cc1ccccc1N1CCN(C2CCCN(C(=O)c3ocnc3C)C2)CC1 (stereo not drawn)	118	107	124	3	108	5	80	2

Random draw from the library. Share with any hit: about 1.7%.
